# CIT2-GFP yeast = yeast TOR pathway CIT2-GFP modulation. 0.065% of 320,000 active. S. cerevisiae CIT2-GFP strain, flow cytometry, 3 h; 100 means same as DMSO wells. GFP response vs DMSO, % at 10 µM;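 active means GFP response relative to DMSO above a set limit, near the screen mean plus 3 SD, cut at about 150% in these data; inconclusive means Fewer than 70 cells measured for a yeast strain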;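 further: ratio of well median GFP fluorescence to mean of DMSO wells on the plate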
# VLA-4 inh = inhibition in a human VLA-4 binding assay. P13612. inhibition, % (about 7 µM as worked out from the volumes in the protocol). AID 2557. 0.2% of 330,000 active. VLA-4 expressing cells, ligand binding flow cytometry; in the data active means inhibition above about 50%
# MEX-5 binding = C. elegans MEX-5 TCR-2 RNA binding activity | Q9XUB2 | MEX-5/FITC-TCR2 RNA binding, fluorescence polarization; stronger effect = lower value | activity score (negative = inhibition of binding), % at 10 µM | 0.38% of 300,000 active | AID 1832;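 active means inhibition past about -25% in most replicates, and total fluorescence under double the plate's negative control median, limit read from the data; inconclusive means replicates evenly split on the limit, or fluorescence at least double controls; inactive means too little inhibition in most replicates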;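 further: 0% = DMSO and -100% = 5 µM competing unlabeled TCR2 RNA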
# Target sequence (Q9XUB2 whole entry, looked up): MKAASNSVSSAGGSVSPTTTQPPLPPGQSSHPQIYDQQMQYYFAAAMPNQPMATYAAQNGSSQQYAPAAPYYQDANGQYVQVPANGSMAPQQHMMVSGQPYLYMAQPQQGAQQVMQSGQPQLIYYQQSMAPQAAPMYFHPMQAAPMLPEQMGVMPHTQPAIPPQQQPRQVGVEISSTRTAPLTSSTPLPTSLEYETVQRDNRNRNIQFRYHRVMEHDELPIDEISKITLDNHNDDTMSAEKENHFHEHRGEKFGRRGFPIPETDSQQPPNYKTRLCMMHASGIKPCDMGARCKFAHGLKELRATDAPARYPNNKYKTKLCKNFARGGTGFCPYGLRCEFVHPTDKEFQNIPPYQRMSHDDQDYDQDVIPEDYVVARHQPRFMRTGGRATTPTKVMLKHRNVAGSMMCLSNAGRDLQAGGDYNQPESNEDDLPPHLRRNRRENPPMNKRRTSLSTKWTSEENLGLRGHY
# AGP1-GFP MLPCN = alters AGP1-GFP fluorescence in TOR pathway yeast screen. AID 2066. 0.02% of 320,000 active. S. cerevisiae AGP1-GFP multiplex flow cytometry, 3 h; GFP as percent of DMSO wells. GFP response vs DMSO, % at 10 µM;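 active means GFP response relative to DMSO above a set limit, near screen average plus 3 SD, cut at about 150% in these data; inconclusive means fewer than 70 cells counted for the yeast strain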;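 further: median GFP channel fluorescence of the gated AGP1 strain per well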
# MCL1-BIM inh = disrupts human MCL1 binding to BIM-BH3 peptide; 0.68% of 320,000 active; inhibition, % at 10.9 µM; GST-MCL1 / FITC-Bim-BH3 fluorescence polarization; AID 2057; Q07820;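 active means inhibition above the mean inhibition of all tested compounds plus 3 SD, set per campaign, cut at about 40% in these data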;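 further: 0% = DMSO wells and 100% = unlabeled Bim-BH3 peptide control; higher means more loss of mP so more displacement of Bim peptide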
# Target sequence (Q07820 whole entry, looked up): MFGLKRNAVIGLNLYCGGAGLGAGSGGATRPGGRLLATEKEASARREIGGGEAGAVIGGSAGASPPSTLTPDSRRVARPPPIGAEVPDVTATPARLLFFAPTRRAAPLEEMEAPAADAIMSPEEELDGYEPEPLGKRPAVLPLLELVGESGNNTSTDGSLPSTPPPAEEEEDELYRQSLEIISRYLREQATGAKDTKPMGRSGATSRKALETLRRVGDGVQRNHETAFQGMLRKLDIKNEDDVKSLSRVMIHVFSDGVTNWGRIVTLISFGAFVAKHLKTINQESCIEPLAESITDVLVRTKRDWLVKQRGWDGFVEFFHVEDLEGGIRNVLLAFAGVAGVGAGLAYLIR
# GRK2 inh = blocks RNA aptamer binding to human GRK2 | bead flow cytometry, FAM-aptamer displacement from GRK2 | 0.59% of 330,000 active | inhibition of aptamer binding, % at 10 µM | P25098 | AID 488847;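 active means inhibition of aptamer binding above 40%, roughly 3 SD of noise, on plates passing a quality check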;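 further: median bead fluorescence of bound FAM aptamer so fluorescent compounds give negative values; no value below 0 was filed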
# GLD-1 TGE inh = GLD-1-TGE RNA interaction inhibition (C. elegans). purified GLD-1 + fluorescein TGE RNA, fluorescence polarization. inhibition, % at 5.96 µM. 0.44% of 320,000 active. AID 2280;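 active means percent inhibition above a per-plate cutoff, the plate mean of test compounds plus 3 SD, cut at about 30% in these data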;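 further: 0% = DMSO wells with GLD-1 and probe and 100% = wells lacking GLD-1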
# Bcl-xL primary = inhibitors of human Bcl-xL | Q07817 | GST-Bcl-xL / FITC-Bim BH3 peptide fluorescence polarization | inhibition, % at 10.9 µM | 0.7% of 320,000 active;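 active means inhibition above the mean of all tested compounds plus 3 SD, cutoff set per campaign, cut at about 30% in these data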;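 further: 0% = DMSO wells and 100% = unlabeled Bim-BH3 peptide competitor; inhibitors lower millipolarization by displacing the labeled peptide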
# Target sequence (Q07817 whole entry, looked up): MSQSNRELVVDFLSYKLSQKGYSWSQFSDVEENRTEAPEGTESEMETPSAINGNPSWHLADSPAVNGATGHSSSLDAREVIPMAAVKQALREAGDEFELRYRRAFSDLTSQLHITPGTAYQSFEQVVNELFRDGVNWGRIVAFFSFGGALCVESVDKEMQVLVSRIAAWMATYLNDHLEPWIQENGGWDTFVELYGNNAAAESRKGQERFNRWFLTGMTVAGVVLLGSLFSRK
# Fam108B inh = Fam108B inhibition, counter-screen for RBBP9 inhibitors; inhibition, % at 9.51 µM; 0.33% of 300,000 active; recombinant Fam108B, FP-Rh probe fluorescence polarization; AID 1947;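 active means inhibition above the screen mean inhibition plus 3 SD, computed separately per campaign, cut at about 18% in these data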;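 further: inhibitors lower polarization as less probe binds the enzyme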
# * hit, by the source's call; i = inactive; ? = inconclusive; nt = not tested or not shown.
SMILES,CIT2-GFP yeast,VLA-4 inh,MEX-5 binding,AGP1-GFP MLPCN,MCL1-BIM inh,GRK2 inh,GLD-1 TGE inh,Bcl-xL primary,Fam108B inh
CNS(=O)(=O)/C=C/c1ccccc1,96,25,-4.3,96,1,0,5,2,-3
Cc1sc2nc(C3CC3)nc(N3CCN(C(=O)c4ccc(Cl)cc4)CC3)c2c1C,69,-9,-1.1,89,2,3,5,3,-5
CCc1ccc(C(=O)COC(=O)C2CCN(c3ccc(C(F)(F)F)cn3)CC2)cc1,87,23,-1.7,98,-1,1,3,0,-6
O=C(NCc1ccc(F)cc1)NC(=O)c1ccc(Cl)cc1,97,13,1.8,100,-5,0,-8,0,1
Cc1ccccc1C(=O)Nc1ccc(S(=O)(=O)N2CCCC2)cc1,92,19,-1.8,93,5,0,-4,3,5
COc1ccc([N+](=O)[O-])cc1C(=O)Nc1ccc(OCC(=O)N2CCOCC2)cc1,110,10,1.4,113,3,2,-4,1,2
CCc1ccc(NC(=S)N(Cc2cccnc2)Cc2ccco2)cc1,96,2,nt,89,7,0,-3,1,0
CCCCCCCC(=O)Oc1ccc(C(=O)Nc2cc(C)on2)cc1,95,-6,-0.7,95,1,0,-2,-2,3
CCC(C)[C@@H](C(=O)NCC1CCC(C(=O)O)CC1)n1nnc2ccccc2c1=O (some centres undefined),99,12,2.1,97,6,1,4,3,-5
O=C1CSC(c2ccc([N+](=O)[O-])cc2)N1c1ccccc1F (centres undefined),102,-5,-0.8,102,2,0,-1,5,0
O=S(=O)(c1ccc2c(c1)OCCO2)N1CCNCC1,102,5,0.6,100,2,2,3,3,-1
O=C(CSc1ccccn1)Nc1ccc2c(c1)OCO2,98,3,-2.7,102,-4,0,-3,5,1
O=C1c2ccccc2C(=O)N1CCCn1c(=O)oc2ccccc21,97,31,-0.3,98,4,0,0,3,0
COc1ccc(-c2csc(NC(=S)NC(=O)/C=C/c3ccco3)n2)cc1Br,98,5,-3.5,108,4,0,7,0,-2
COc1cccc(CNC(=O)CN2C(=O)COc3ccc(S(=O)(=O)N4CCCC4)cc32)c1,99,4,-1.6,101,2,3,4,0,-5
COc1ccc2[nH]c(=O)c(CN(C(=O)c3cccnc3)c3ccc(C)c(C)c3)cc2c1,95,10,0.6,97,3,2,-2,3,2
O=C(c1ccc(F)cc1Cl)N1CCN(CCc2ccccc2)CC1,98,22,0.1,96,-6,3,-8,2,2
C=CCn1c(=N)n(CC(=O)c2ccccc2)c2ccccc21,101,11,0.4,99,-6,0,1,0,3
Fc1ccc(-c2nc(-c3cccs3)[nH]c2-c2ccc(F)cc2)cc1,96,-16,-0.2,95,4,0,16,14,19*
C=CCNc1nc(Cl)nc(NC2CCCCC2)n1,93,0,-1.0,90,nt,1,nt,nt,nt

# Laid out differently: results already given
molecule: CCc1ccc(C(=O)COC(=O)C2CCN(c3ccc(C(F)(F)F)cn3)CC2)cc1
  CIT2-GFP yeast: 87
  VLA-4 inh: 23
  MEX-5 binding: -1.7
  AGP1-GFP MLPCN: 98
  MCL1-BIM inh: -1
  GRK2 inh: 1
  GLD-1 TGE inh: 3
  Bcl-xL primary: 0
  Fam108B inh: -6
molecule: O=C(NCc1ccc(F)cc1)NC(=O)c1ccc(Cl)cc1
  CIT2-GFP yeast: 97
  VLA-4 inh: 13
  MEX-5 binding: 1.8
  AGP1-GFP MLPCN: 100
  MCL1-BIM inh: -5
  GRK2 inh: 0
  GLD-1 TGE inh: -8
  Bcl-xL primary: 0
  Fam108B inh: 1

# The list goes on:
SMILES,CIT2-GFP yeast,VLA-4 inh,MEX-5 binding,AGP1-GFP MLPCN,MCL1-BIM inh,GRK2 inh,GLD-1 TGE inh,Bcl-xL primary,Fam108B inh
N#C/C(=C(/O)COC(=O)c1cccnc1Cl)c1nc2ccccc2[nH]1,98,-13,0.4,84,-4,5,5,-6,1
O=C(Cn1cc(C(=O)C2CC2)c2ccccc21)NCc1ccccc1,109,4,1.0,101,5,0,4,4,1
CC1CCCN(C(=O)COC(=O)CNS(=O)(=O)c2ccc3ccccc3c2)C1 (centres undefined),113,-11,-2.5,103,-5,0,10,-1,0
Cc1cc(C)cc(NC(=O)CSc2nc3ccccc3nc2N2CCCC2)c1,91,11,-1.9,91,8,29,0,1,4
CCN(CC)S(=O)(=O)c1ccc(NC(=S)Nc2ccc(F)cc2)cc1,96,9,1.5,100,0,0,1,5,-4
Cc1cc(Cl)ccc1OC(C)C(=O)Nc1cnn(CCCC(=O)O)c1 (centres undefined),101,3,0.2,100,1,1,-2,-4,-2
C=CCOC(=O)C1=C(C)NC(=S)NC1/C=C/c1ccccc1 (centres undefined),101,7,0.9,102,-4,9,3,-10,0
CC(=O)Nc1nonc1C(=O)N1CCC(C)CC1,97,-4,-1.7,91,-3,3,-5,3,4
COc1nc(NC2CCCCC2)nc(NC(C)(C)C)n1,93,-1,-0.9,99,5,5,3,7,-3
COc1cc2[nH]c(=O)n(CCC(=O)N3CCN(c4cc(Cl)ccc4C)CC3)c(=O)c2cc1OC,101,-2,-4.3,108,7,0,0,-7,-2
COC(=O)CCCC1=CC2=CC(=O)C(C)(OC(=O)c3cccs3)C(=O)C2=CN1C1CCCC1 (centres undefined),68,33,-2.6,78,8,0,7,12,4
CC(=O)OCC(OC(C)=O)C(OC(C)=O)C(OC(C)=O)C(=O)Nc1cccc(C)c1 (centres undefined),95,5,1.7,104,3,0,8,0,1
CN(C)c1ccc(/C=C(\C#N)C(=O)Nc2nc3c(s2)CCN(Cc2ccccc2)C3)cc1,116,i,-15,86,-171,0,-209,-99,-20
Cc1ccc(S(=O)(=O)Nc2c(C(=O)O)[nH]c3ccccc23)cc1C,108,10,-4.9,105,10,5,0,8,1
CCCn1c(SCC(=O)Nc2ccccc2Oc2ccccc2)n[nH]c1=O,110,-8,0.7,113,-8,0,4,-10,8
O=C(Nc1ccccc1Cl)C1CC(=O)N(Cc2ccco2)C1 (centres undefined),99,17,nt,98,-15,0,-2,-5,nt
O=C(NCCNC(=O)c1ccccc1F)c1ccccn1,102,-4,0.3,91,-6,1,-2,0,2
CCOC(=O)Cc1csc(NC(=O)CSc2nnc(C(C)C)n2CC)n1,91,-3,1.2,98,-6,0,4,0,-2
CCN1CCN(C(=O)c2ccc3c(c2)N(Cc2ccc(C)cc2)CCS3)CC1,96,-3,-0.1,96,6,0,8,8,-1
CC1CCCc2sc3ncn(N)c(=N)c3c21 (centres undefined),102,16,-0.7,96,5,0,-7,2,-4
COc1ccc(Cn2c(-c3ccco3)nc3oc4cc(OC)ccc4c(=O)c3c2=O)cc1,96,-5,-2.7,97,13,12,7,14,5
C=CCNc1oc(-c2ccc(OC)cc2)nc1C#N,107,8,0.7,nt,7,0,3,6,2
COc1ccc([N+](=O)[O-])cc1N(CC(O)CN(CC(C)C)CC(C)C)S(=O)(=O)c1ccccc1 (centres undefined),101,12,1.3,104,0,0,3,0,-1
Cc1cc(C)nc(NC(=O)Cc2cccs2)n1,105,22,-0.4,103,-2,3,0,0,-4
COc1cc(C(=O)NNC(=O)CNC(=O)c2ccc(Br)o2)cc(OC)c1OC,88,10,1.4,90,3,0,7,-4,-3
Cc1cnc(SCc2ccc(Cl)cc2Cl)[nH]c1=O,95,-7,-0.3,100,2,2,-3,8,-2
Cc1ccc(NS(=O)(=O)c2ccc(OCC(=O)NCC3CCCO3)cc2)cc1 (centres undefined),118,21,-0.6,109,-7,0,-2,-6,-2
OC(c1ccccn1)C1CCN(Cc2nc(C(c3ccccc3)c3ccccc3)no2)CC1 (centres undefined),94,2,-1.1,95,-2,4,6,-3,-4
Cc1ccnc(SCC(=O)Nc2cccc(S(=O)(=O)N3CCOCC3)c2)n1,98,-11,nt,98,nt,0,-2,nt,nt
COc1cccc(-c2nc(CS(=O)(=O)CC(=O)NCCc3ccc(OC)cc3OC)c(C)o2)c1,96,7,1.4,96,1,0,3,6,-3
CCc1ccccc1NC(=O)Nc1ccc(F)cc1,103,3,-0.6,96,-5,0,3,-1,1
CCOc1ccccc1NC(=O)CNC(=O)c1nn(-c2ccc(OC)c(OC)c2)c(=O)c2ccccc12,102,-4,-1.3,104,2,2,6,5,-2
CNC(=O)c1c(NC(=O)c2ccco2)sc(C)c1C,?,-1,-0.8,?,-2,0,-3,3,-1
O=C(NCc1cccc(F)c1)c1ccc(N2C(=O)Cn3c(cc4sccc43)C2=O)cc1,97,1,-0.9,101,7,2,2,5,-10
Cn1ncc(SCc2ccccc2)c(Cl)c1=O,87,25,-0.5,102,7,0,-4,8,0
COc1cc2c(cc1OC)C(C(=O)Nc1ccc(F)c(Cl)c1)CC(=O)N2 (centres undefined),89,-1,-1.4,103,2,0,0,0,3
COc1ccc(Cl)cc1NC(=O)CN(C)C(=O)C1COc2ccccc2O1 (centres undefined),96,4,nt,96,nt,4,4,nt,nt
O=C(NCC(=O)N1CCN(c2ccccc2)CC1)c1ccccc1,104,0,3.4,100,1,8,1,5,1
CCOC(=O)N1CCN(Cc2c(F)cccc2Cl)CC1,97,-1,-0.8,107,6,0,-4,3,2
O=C(CCc1ccccc1)N/N=C/c1cccc([N+](=O)[O-])c1,102,-13,1.8,95,6,0,4,8,7
O=C(NCCCn1cccn1)C1CCC(=O)N(CCc2ccccc2)C1 (centres undefined),101,-82,0.9,104,-2,0,3,0,3
COC(=O)c1ccc(COc2ccc(C=O)cc2)o1,99,7,0.1,99,5,3,16,8,-3
CC1CCCC(NC(=O)COC(=O)/C=C/c2ccc(F)cc2)C1C (centres undefined),102,17,nt,105,nt,2,5,nt,nt
O=C(NCCCN1CCOCC1)c1cccc(NS(=O)(=O)c2ccc(Br)cc2)c1,89,2,nt,95,1,0,0,-3,nt
O=C(O)CCCCCNc1nc(-c2ccccc2)nc2ccccc12,95,-3,1.3,100,3,2,8,5,2
N#CC1(Nc2ccccc2)C(=O)Nc2ccccc21 (centres undefined),94,-3,-1.7,104,-5,0,-2,-3,-4
CC(C)(C)C(C(=O)n1cccc1C#N)c1ccccc1 (centres undefined),98,4,nt,99,2,0,-1,2,nt
Cc1ccc(C(C(=O)NC2CCCC2)N(C(=O)CCC(=O)Nc2cc(C)on2)c2ccccc2)cc1 (centres undefined),105,2,0.5,105,3,0,0,-3,2
CCN1CCN(CCOCCOc2ccccc2)CC1,101,7,-2.8,93,1,5,-1,2,1
Cc1ccc(C)c(NS(=O)(=O)c2ccc(OCC(=O)N3CCCC3)cc2)c1,90,2,0.9,94,2,2,-1,-2,2
CCOc1ccc(-c2cc(CCCC(=O)NCCC(C)C)no2)cc1,106,10,-0.3,99,1,1,-1,7,3
C=C(C)C1CC=C(C)/C(=N/NC(=O)COc2ccc(C)cc2)C1 (centres undefined),nt,11,-0.5,84,13,0,10,4,1
Cc1ccc(NC(=O)COC(=O)C2=NNC(=O)CC2)c(Br)c1,102,9,nt,94,nt,1,2,nt,nt
CCOC(=O)Nc1ccc(C)cc1Br,97,41,-0.7,103,-2,15,0,2,0
CC1=CS/C(=C(/C#N)C(=O)N2CCOCC2)N1c1ccccc1,103,3,-2.6,101,-7,0,2,-5,4
O=C(CN(Cc1ccccc1Cl)C(=O)CN1C(=O)CSc2ccccc21)NC1CC1,93,-10,-2.9,91,-3,0,2,0,-2
CC(Sc1ncccn1)C(=O)Nc1ccc2c(c1)OCO2 (centres undefined),108,-5,nt,113,nt,0,5,nt,nt
O=C(CCc1nc(-c2cccs2)no1)NCc1ccc(F)cc1Cl,97,-9,0.9,101,-3,1,5,-2,-1
